Nrf2 inh = Nrf2 pathway inhibition | A549 ARE-Fluc reporter, luciferase luminescence, 18-24 h | Potency, µM (series often up to 46 µM), inactives show at the highest dose activity change, negative = inhibition, usual class: inhibitors | actives 2.1% (n = 360,000); note: potency is the fitted concentration of half-maximal effect; % is set by controls: 0 for no effect and ±100 for the full control effect; nearly all actives have a fitted effect of over 60% in size
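Concentration-response testing used A549 ARE_Fluc cells at 5000 cells/well. Following an 18-24 h compound incubation, viability was read by fluorescence (Ex 405/Em 525) and luciferase output by luminescence.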
ATXN viability = viability counter-screen for ATXN expression inhibitors. AID 651635. actives 0.49% (n = 400,000). Potency, µM (top dose mostly 56.7 µM), most hits filed as cytotoxic. S2 cells (HEK-293 line with an ATXN2-luciferase reporter) viability, CellTiter-Fluor protease fluorescence, 24 h; note: potency is the fitted concentration of half-maximal effect; nearly all actives have a fitted effect of over 40% in size
A549 viability = A549 cytotoxicity, counter-screen for Nrf2 inhibitors; A549 ARE-Fluc cells, CellTiter-Fluor viability, 18-24 h; actives 0.16% (n = 390,000); Potency, µM (doses to about 46 µM), for inactives: at the top dose activity change, negative = cytotoxicity, actives largely listed as inhibitors; note: potency is the fitted concentration of half-maximal effect; % is set by controls: 0 for no effect and ±100 for the full control effect
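A549 ARE_Fluc cells in 5% FBS OPTI-MEM were exposed to compounds in concentration-response for 18-24 h at 37 deg C. Viability was read by CellTiter-Fluor fluorescence (Ex 405/Em 525) after 30 min, before the luciferase read.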
TGFb SMAD3 inh = inhibitors of TGF-b signaling; HepG2 CAGA-GFP TGF-b/SMAD3 reporter, GFP fluorescence, 18 h; TGF-beta stimulated, 500 pg/mL final; AID 588855; Potency, µM (doses to about 46.1 µM), inactives show top-dose activity, negative = inhibition, hits mostly inhibitors; actives 1.2% (n = 410,000); note: potency is the fitted concentration of half-maximal effect; % is set by controls: 0 for no effect and ±100 for the full control effect; nearly all actives have a fitted effect of over 65% in size
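First, reporter cells (HEPG2 CAGA-GFP) rested 2 h at 37 degrees C. Next, compounds were pinned in and TGF-beta added to 500 pg/mL final. After 18 h, GFP was imaged per cell and summed per well.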
MCF10A rereplic = DNA re-replication induction in MCF 10a cells | actives 2.9% (n = 350,000) | MCF 10A DNA re-replication, Hoechst nuclear intensity, 48 h | Potency, µM (doses to about 46.1 µM), for inactives: at the top dose activity, positive = re-replication, actives largely listed as activators; note: potency is the fitted concentration of half-maximal effect; % of control where 0% means no effect; nearly all actives have a fitted effect of over 50% in size
IL-1B inflam inh = inhibitors of inflammasome signaling (IL-1 beta secretion); THP-1 LPS/ATP IL-1B secretion, AlphaLISA, 16 h; stronger effect = lower value; activity change, % at 57.5 µM; actives 4.7% (n = 360,000); AID 743279; in the data active = activity change below about -50%; inconclusive = mostly about -30% to -49%; note: % is set by controls: 0 for no effect and ±100 for the full control effect
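THP-1 cells pretreated 1 hr with compounds (up to 57.5 uM final), then stimulated with LPS (250 ng/mL final) plus ATP (1.25 mM final); secreted IL-1B measured by AlphaLISA after 16 hr, decreased signal indicating inhibition.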
ATXN2 expr inh = inhibitors of ATXN2 expression; AID 1745845; HEK-293 ATXN2-luciferase reporter, luminescence, 24 h; Potency, µM (top dose mostly 57 µM), for inactives: at the top dose activity change, negative = inhibition, hits mostly inhibitors; actives 0.72% (n = 360,000); note: potency is the fitted concentration of half-maximal effect; % is set by controls: 0 for no effect and ±100 for the full control effect; nearly all actives have a fitted effect of over 55% in size
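ATXN2-luciferase reporter cells (luciferase flanked by upstream and downstream ATXN2 gene portions) were treated 24 h at 37 °C with compounds at up to 57 uM. SteadyGlo luminescence gave expression; GF-AFC fluorescence gave viability.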
HepG2 tox = kills HepG2 cells in TGF-b inhibitor counter-screen; HepG2 CAGA-GFP viability, ATP luminescence, 18 h; Potency, µM (titrated, usually from 46.1 µM), inactives show at the highest dose activity change, negative = cytotoxicity, actives largely listed as cytotoxic; actives 0.76% (n = 410,000); AID 588856; note: potency is the fitted concentration of half-maximal effect; some results filed as inactive show a strong effect at the top dose
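HepG2 CAGA-GFP cells (1000/well, DMEM with 1% FBS) received compound, then TGF-beta at 500 pg/mL final, and were incubated 18 hours at 37 degrees C. Viability was read by CellTiter-Glo luminescence. Media-only wells were set as complete cell-killing and DMSO as no toxicity.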
Nrf2 activator = activates Nrf2 signaling; AID 624171; AREc32 ARE-luciferase reporter (MCF7-derived line), luminescence, 24 h; actives 0.31% (n = 410,000); Potency, µM (doses to about 46.1 µM), for inactives: top-dose activation, actives largely listed as activators; note: potency is the fitted concentration of half-maximal effect; % of control where 0% means no effect; nearly all actives have a fitted effect of over 65% in size
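Steps: seed AREc32_Fluc cells (1000/well, 5% FBS OPTI-MEM); incubate overnight at 37 deg C; add 23 nL compound; incubate 24 hr; add Steady-Glo; hold 30 min RT; read luminescence.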
Active calls of the source: *; i = inactive; u = inconclusive; x = not tested or not shown; & = joins results of further samples; [ ] = another dose, or the depositor's remark. Unless noted, calls come from the whole dose curve; as a rule, active = well fitted curve in the direction sought with a large enough effect; inconclusive = small, poorly fitted or top-dose-only effect, or another doubt; inactive = no such curve, though single readings can be large; an effect the other way counts as inactive or inconclusive. Not a hit list; overall some 8.8% were active at least once.

| Molecule | Nrf2 inh | ATXN viability | A549 viability | TGFb SMAD3 inh | MCF10A rereplic | IL-1B inflam inh | ATXN2 expr inh | HepG2 tox | Nrf2 activator |
| --- | --- | --- | --- | --- | --- | --- | --- | --- | --- |
| Cc1cc(C)cc(NC(=O)CSc2c(C(C)C)cnc3c2c(=O)n(C)c(=O)n3C)c1 | x | x | 6% | -4% | x | x | x | 2% | -0.9% |
| COc1ccc(C2C(=O)N(C3CCCCCC3)CC(=O)N2CCc2ccc(Cl)cc2)cc1OC (stereo not given) | x | x | -3% | 0% | x | x | x | -10% | -0.9% |
| COC(=O)c1c(C)[nH]c(C(=O)CN2C(=O)NC3(CCOc4ccccc43)C2=O)c1C (stereo not given) | -16% | i | -7% | -24% | -1% | -14 | x | -44% | 0.7% |
| CSc1ccc(-c2nc3cccc(C)n3c2Nc2ccc3c(c2)OCO3)cc1 | u | u | -6% | 6% | x | x | 5% | -31% | 17% |
| CCOc1cc(C(C#N)N2CCOCC2)ccc1OC (stereo not given) | 5% | i | 0% | -2% | -3% | 18 | -4% | -10% | 0.0% |
| O=C(CSc1nnc(-c2ccco2)n1CC1CCCO1)NC1CCCC1 (stereo not given) | 1% | i | 1% | -1% | 11% | -9 | 1% | 2% | 0.6% |
| Cc1ccc(NC(=O)Cn2cnc3ccccc32)cc1C | -21% | i | 7% | 12% | -12% | 28 | -35% | -1% | -0.4% |
| O/N=C/CCn1c(=S)sc2ccccc21 | x | i | -4% | 1% | 3% | 6 | 3% | -3% | -1.0% |
| Cc1noc(C)c1-c1nc(CS(=O)(=O)c2ccccc2)no1 | 8% | i | 3% | -12% | 0% | 22 | 44%[activator] | -25% | -0.3% |
| C=C(C)CSc1ncc(-c2cccc(C(F)(F)F)c2)cn1 | x | i | 26% | -17% | u | 57 | 25% | -7% | 11% |
| CC(NCC(=O)Nc1ccccc1C(=O)NC1CC1)c1ccc(S(C)(=O)=O)cc1 (stereo not given) | -20% | i | 3% | 1% | 1% | 5 | x | -8% | -0.3% |
| Cc1cccc(OCCn2c(-c3ccco3)nc3ccccc32)c1 | u | i | -21% | -4% | 252%[0.0737 µM] | -2 | 18% | -4% | 3.5% |
| Cc1c(N=C2Nc3cccc4cccc2c34)c(=O)n(-c2ccccc2)n1C | 1%&10% | i | -11%&-3% | 9%&-20% | -7%&-6% | -5&-10 | 4%&-24% | 2%&-18% | 11%&5.4% |
| CC(=O)Nc1ccccc1-c1nc2ccccc2n(CC(=O)Nc2cccc(C)c2C)c1=O | 20% | x | -1% | 18% | x | x | x | -6% | 0.0% |
| Cc1ccc(C)c(NC(=S)N/N=C2\CCc3ccccc32)c1 | 0% | i | -5% | u | u | 78 | x | -18% | 7.4% |
| CC(=O)N1CCc2cc(S(=O)(=O)NC(CC(C)C)C(=O)Nc3ccc(C(C)C)cc3)ccc21 (stereo not given) | 22% | i | 7% | 0% | x | x | 42%[activator] | -9% | 3.1% |
| Cc1ccccc1NC(=S)N1CCCC1 | 12% | i | -3% | -27% | -1% | -11 | 0% | -5% | -0.4% |
| COc1ccc(/C(C)=N/N=C2/NC(=O)CC(C(=O)O)S2)cc1F (stereo not given) | 0% | i | -3% | -11% | -8% | 25 | 9% | 6% | 0.4% |
| C/C(CC(=O)Nc1ccc(Cl)c(C(F)(F)F)c1)=N\NC(=O)c1cc2ccccc2cc1O | -15% | u | u | u | u | 18 | u | -37% | 0.4% |
| COc1ccc(F)cc1-c1cc(C(=O)Nc2cccnc2)[nH]n1 | x | i | x | -1% | x | -9 | 51%[activator] | 2% | 4.9% |
| CCN1CCN(Cc2ccc(NC(=O)Nc3ccccc3OC)cc2)CC1 | u | i | 1% | 4% | 15% | -7 | 1% | -36% | 2.7% |
| O=C(CNc1ccc2ccccc2c1)N/N=C/c1cc2ccccc2nc1Cl | 13% | i | -3% | -12% | 18µM* | -15 | 33%[activator] | -20% | 23% |
| Cc1cc(-c2n[nH]c(=S)n2/N=C/C(Br)=C/c2ccccc2)n[nH]1 | 10% | x | -27% | 7.1µM* | u | -103* | u | -99% | u |
| O=C(NC1CCCCC1)c1ccc(COCC(F)(F)F)o1 | -5% | i | -11% | 7% | 9% | 1 | -5% | -3% | 0.2% |
| COc1cccc(N2CCN(S(=O)(=O)c3cn(C)c(C)n3)CC2)c1 | x | i | -3% | -4% | x | x | 1% | -15% | -0.5% |
| COc1ccccc1OCCC(=O)OCC(=O)Nc1cc(S(=O)(=O)N(C)C)ccc1Cl | u | u | 1% | -5% | u | -19 | 0% | -7% | 0.5% |
| O=C(COC(=O)c1ccc2ccccc2n1)Nc1cccc(S(=O)(=O)NC2=NCCCCC2)c1 | 5% | i | -7% | -2% | 3% | 2 | x | -75% | 0.4% |
| O=C(CN(C1CCCCC1)S(=O)(=O)c1ccccc1)NCc1ccco1 | 5% | i | 0% | u | 4% | -11 | -4% | 3% | -0.2% |
| COc1ccc(CN(C)CC(=O)N2CCc3ccccc3C2)cc1 | 7% | i | 2% | 3% | 4% | -7 | -6% | -2% | 0.5% |
| COC(=O)[C@@]1(Cc2ccccc2)[C@H]2C(=O)N(C)C(=O)[C@H]2[C@H]2CN=C(SCc3ccc(C)cc3)N21 | 1% | i | -6% | -38% | u | -8 | 5% | -8% | 0.0% |
| O=S(=O)(c1cccc(-c2cn3cc(Cl)ccc3n2)c1)N1CCOCC1 | -6% | i | 0% | -6% | 19% | -9 | 13% | -10% | 0.1% |
| O=C(NC1=NCCS1)c1nc(-c2ccccc2)n(-c2ccccc2)n1 | x | i | 6% | 0% | 2% | -11 | 8% | -3% | -0.9% |
| O=C1C(=O)N(Cc2ccco2)C(c2cccs2)/C1=C(\O)c1cccc([N+](=O)[O-])c1 (stereo not given) | -11% | i | -15% | -5% | -1% | 14 | x | -4% | -0.3% |
| CCN(CC)C(=O)Cn1c(=O)n(-c2ccccc2)c(=O)n1CC(=O)N(CC)CC | -4% | i | 0% | -1% | -6% | 13 | -3% | -15% | 0.5% |
| COC(=O)c1c(-c2ccccc2OC)sc2ccccc12 | 8% | i | 1% | -11% | u | 45 | -14% | 3% | -0.5% |
| Cc1ccn(C(C)CC(=O)Nc2ccc(-c3ccno3)cc2)n1 (stereo not given) | -23% | i | 8% | -4% | -5% | -4 | 2% | 5% | -0.2% |
| O=C(c1ccc(-n2cccn2)cc1)N1CCc2ccccc2C1 | u | i | 1% | 0% | 5% | -6 | 18% | 6% | -2.0% |
| Cc1ccc(S(=O)(=O)NC(C)(C)CSc2ccccn2)cc1 | -7% | i | 9% | 0% | -2% | 7 | -14% | -2% | 0.7% |
| CC(NC(=O)CN(C)CC(=O)Nc1ccc(Cl)c(C(F)(F)F)c1)c1ccccc1 (stereo not given) | u | u | -3% | -22% | u | -16 | -18% | -16% | 1.6% |
| COc1ccc(C)cc1NC(=O)CCCN1C(=O)CCC1=O | x | i | 0% | 10% | -19% | 8 | 5% | -34% | -1.5% |
| CC1CN(S(=O)(=O)c2csc(C(=O)Nc3ccccc3)c2)CC(C)O1 (stereo not given) | u | i | -11% | -15% | 15% | -2 | -10% | 1% | -0.5% |
| CC(=O)C1=C(C)Nc2ncnn2C1c1ccccc1OCc1ccccc1 (stereo not given) | -5% | i | -1% | -2% | 0% | -2 | 4% | 6% | -0.2% |

Laid out differently: results already given.
O=C1C(=O)N(Cc2ccco2)C(c2cccs2)/C1=C(\O)c1cccc([N+](=O)[O-])c1 (stereo not given)
  Nrf2 inh: -11%	ATXN viability: i	A549 viability: -15%	TGFb SMAD3 inh: -5%	MCF10A rereplic: -1%	IL-1B inflam inh: 14	ATXN2 expr inh: x	HepG2 tox: -4%	Nrf2 activator: -0.3%

CCN(CC)C(=O)Cn1c(=O)n(-c2ccccc2)c(=O)n1CC(=O)N(CC)CC
  Nrf2 inh: -4%	ATXN viability: i	A549 viability: 0%	TGFb SMAD3 inh: -1%	MCF10A rereplic: -6%	IL-1B inflam inh: 13	ATXN2 expr inh: -3%	HepG2 tox: -15%	Nrf2 activator: 0.5%

COC(=O)c1c(-c2ccccc2OC)sc2ccccc12
  Nrf2 inh: 8%	ATXN viability: i	A549 viability: 1%	TGFb SMAD3 inh: -11%	MCF10A rereplic: u	IL-1B inflam inh: 45	ATXN2 expr inh: -14%	HepG2 tox: 3%	Nrf2 activator: -0.5%

Cc1ccn(C(C)CC(=O)Nc2ccc(-c3ccno3)cc2)n1 (stereo not given)
  Nrf2 inh: -23%	ATXN viability: i	A549 viability: 8%	TGFb SMAD3 inh: -4%	MCF10A rereplic: -5%	IL-1B inflam inh: -4	ATXN2 expr inh: 2%	HepG2 tox: 5%	Nrf2 activator: -0.2%

Screening results deposited in PubChem BioAssay by National Center for Advancing Translational Sciences (NCATS).
